Screening data (PubChem)
LYPLA1 counter = counter-screen for PME1 inhibitors: inhibitors of human LYPLA1; recombinant LYPLA1, FP-Rh probe fluorescence polarization; inhibition, % at 5.9 µM; 320,000 tested, 0.16% active; AID 2174;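 active means inhibition above the mean of all tested compounds plus 3 SD, set per campaign, cut at about 14% in these data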;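 further: inhibitors block serine hydrolase probe labeling of LYPLA1 so polarization falls; 0% = enzyme with DMSO and 100% = wells lacking LYPLA1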
PAFAH1B2 inh = inhibitors of human PAFAH1B2; 340,000 tested, 1.2% active; recombinant PAFAH1B2, FP-rhodamine activity probe, fluorescence polarization; inhibition, % at 3.39 µM;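 active means inhibition above the mean of all tested compounds plus 3 SD, cut at about 24% in these data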;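 further: 0% = enzyme with DMSO and 100% = wells lacking PAFAH1B2; many of its hits are not listed in these tables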
Target sequence (P68402 whole entry, looked up): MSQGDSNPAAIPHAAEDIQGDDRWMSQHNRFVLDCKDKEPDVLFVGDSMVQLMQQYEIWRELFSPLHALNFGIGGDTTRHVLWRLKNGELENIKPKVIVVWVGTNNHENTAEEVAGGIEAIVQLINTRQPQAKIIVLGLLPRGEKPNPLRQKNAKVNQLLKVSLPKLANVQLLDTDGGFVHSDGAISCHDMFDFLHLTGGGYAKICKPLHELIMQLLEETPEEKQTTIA
PAFAH2 FP inh = PAFAH2 (human) inhibition | inhibition, % at 3.39 µM | AID 492956 | recombinant PAFAH2, FP-rhodamine activity probe, fluorescence polarization | 340,000 tested, 0.99% active;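 active means inhibition above the mean over all tested compounds plus 3 SD, cut at about 30% in these data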;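 further: inhibitors block probe labeling of enzyme so polarization drops; 0% = enzyme with DMSO and 100% = wells lacking PAFAH2 protein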
Fam108B inh = counter-screen for RBBP9 inhibitors: inhibitors of mouse Fam108B. recombinant Fam108B, FP-Rh probe fluorescence polarization. inhibition, % at 9.51 µM. 300,000 tested, 0.33% active. AID 1947;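 active means inhibition above the screen mean inhibition plus 3 SD, computed separately per campaign, cut at about 18% in these data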;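 further: inhibitors lower polarization as less probe binds the enzyme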
PAD4 inh = inhibitors of human PAD4; AID 485272; 330,000 tested, 0.41% active; inhibition, % at 6.36 µM; Q9UM07; recombinant PAD4, RCA probe fluorescence polarization;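 active means percent inhibition above a cutoff equal to the mean of all tested compounds plus 3 SD, cut at about 15% in these data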;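 further: 0% = PAD4 with RCA probe and DMSO and 100% = probe without PAD4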
Target sequence (Q9UM07 whole entry, looked up): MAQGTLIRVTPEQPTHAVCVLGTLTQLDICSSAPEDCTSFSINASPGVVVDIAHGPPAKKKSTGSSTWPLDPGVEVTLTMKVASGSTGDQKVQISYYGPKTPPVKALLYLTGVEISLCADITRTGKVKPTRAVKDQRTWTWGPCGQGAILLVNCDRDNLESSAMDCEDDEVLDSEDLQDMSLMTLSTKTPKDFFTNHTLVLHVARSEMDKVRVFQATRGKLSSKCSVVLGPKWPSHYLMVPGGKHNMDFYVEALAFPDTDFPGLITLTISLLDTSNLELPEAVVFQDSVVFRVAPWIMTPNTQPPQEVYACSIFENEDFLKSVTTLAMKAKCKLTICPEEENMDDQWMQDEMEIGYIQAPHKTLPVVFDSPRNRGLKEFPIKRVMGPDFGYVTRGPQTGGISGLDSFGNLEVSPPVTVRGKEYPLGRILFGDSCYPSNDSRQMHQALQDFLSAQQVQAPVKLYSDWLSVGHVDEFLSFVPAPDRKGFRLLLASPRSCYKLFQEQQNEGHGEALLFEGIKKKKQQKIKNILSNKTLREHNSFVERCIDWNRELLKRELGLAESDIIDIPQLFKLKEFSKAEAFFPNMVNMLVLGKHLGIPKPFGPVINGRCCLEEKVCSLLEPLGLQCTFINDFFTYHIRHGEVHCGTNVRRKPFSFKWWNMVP
PME-1 primary = blocks human protein phosphatase methylesterase 1. recombinant PME-1, FP-Rh probe fluorescence polarization. inhibition, % at 5.9 µM. 320,000 tested, 0.53% active. AID 2130;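 active means inhibition above the campaign mean of all compounds plus 3 SD, cut at about 26% in these data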;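 further: competitive labeling of PME-1 active site by serine hydrolase directed probe; 0% = PME-1 with DMSO and 100% = wells lacking PME-1 enzyme; inhibitors block probe labeling so polarization falls and inhibition rises; many of its hits are not listed in these tables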
PAFAH1B3 inh = PAFAH1B3 (human) inhibition | inhibition, % at 3.39 µM | 340,000 tested, 0.28% active | recombinant PAFAH1B3, FP-rhodamine probe, fluorescence polarization | Q15102;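 active means inhibition above the screen-wide average of all tested compounds plus 3 SD, cut at about 25% in these data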;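 further: 0% = enzyme with DMSO only and 100% = wells lacking PAFAH1B3 protein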
pPAFAH FP inh = pPAFAH (human) enzyme inhibition; AID 463082; inhibition, % at 3.39 µM; 330,000 tested, 1.5% active; recombinant pPAFAH, FP-rhodamine probe fluorescence polarization;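 active means inhibition above the mean inhibition across the screen plus 3 SD, cut at about 25% in these data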;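 further: inhibitors block binding of the rhodamine activity-based probe so polarization drops; 0% = enzyme with DMSO and 100% = wells lacking pPAFAH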
GSTO1 inh = GSTO1 inhibition, counter-screen for RBBP9 inhibitors | recombinant GSTO1, activity-based probe fluorescence polarization | 300,000 tested, 1.1% active | P78417 | inhibition, % at 5.96 µM;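 active means inhibition above the campaign mean inhibition plus 3 SD, cut at about 35% in these data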;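 further: 0% = GSTO1-1 with DMSO and 100% = wells lacking GSTO1-1 enzyme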
* hit, by the source's call; x = no result given. A portion of the library, so the mix of outcomes need not match the whole.

| entry | SMILES | PAFAH2 FP inh | Fam108B inh | LYPLA1 counter | PAFAH1B3 inh | GSTO1 inh | pPAFAH FP inh | PAD4 inh | PME-1 primary | PAFAH1B2 inh |
| --- | --- | --- | --- | --- | --- | --- | --- | --- | --- | --- |
| 1 | CCCCC1CCC(C(=O)N(C)CC(=O)Nc2cccc(F)c2)CC1 (centres undefined) | 3 | -2 | -1 | 2 | -6 | -7 | -1 | -7 | 2 |
| 2 | CC(c1ccccc1)N1CCn2c(nc3cc(NS(C)(=O)=O)ccc32)C1 (centres undefined) | 10 | 4 | 2 | 1 | 1 | 8 | -4 | 1 | 9 |
| 3 | COc1ccc(NC(=O)C(=O)NCC2CCCN2S(=O)(=O)c2cccs2)cc1 (centres undefined) | -3 | -5 | 3 | 10 | -4 | 7 | 3 | -7 | 4 |
| 4 | CN1C2C=C3C(C#N)=C(N)C(C#N)(C#N)C(c4ccc(Br)cc4)C3C1CC2 (centres undefined) | 6 | -3 | 0 | -6 | 7 | 21 | 1 | 3 | 2 |
| 5 | O=C(Nc1cccnc1N1CCOCC1)c1ccco1 | 11 | 3 | -2 | 3 | 10 | -2 | 0 | -11 | 1 |
| 6 | NC(=O)c1ccccc1N/C=C/C(=O)c1ccc(Cl)cc1 | -2 | 4 | -3 | -5 | -1 | -4 | 6 | -1 | 0 |
| 7 | O=C1CC(N2CCC(c3nc4ccccc4o3)CC2)C(=O)N1c1ccc(F)cc1 (centres undefined) | 10 | -2 | 0 | 4 | -2 | -4 | -1 | 0 | 2 |
| 8 | O=C(NCc1ccccc1)C(=O)Nc1cccc(C(=O)O)c1 | -3 | -3 | 4 | 7 | -6 | 0 | -2 | -5 | 2 |
| 9 | COc1ccc(N2C(=O)NC(=O)C2=O)cc1 | -2 | -1 | 2 | 2 | 4 | 4 | 0 | -4 | 6 |
| 10 | COc1ccc(CN2C(=O)c3ccccc3C2=O)cc1C(=O)O | -1 | -3 | 3 | 10 | 6 | 3 | -1 | 2 | 2 |
| 11 | CCOC(=O)c1[nH]c(C)c(C(=O)N2CCOCC2)c1C | -3 | -1 | 0 | 3 | 9 | 1 | 2 | -2 | 7 |
| 12 | COc1ccccc1/C=C\C(=O)NCC(=O)N/N=C(\C)Cc1ccccc1 | 0 | 0 | 0 | -1 | 4 | 4 | 2 | -5 | 4 |
| 13 | COc1ccccc1C(=O)C1CCCN(Cc2cccc3nccnc23)C1 (centres undefined) | -7 | -2 | 0 | 3 | -5 | -2 | -1 | 1 | -2 |
| 14 | Cc1cnc(C(=O)OCC(=O)NC(C)c2ccccc2)cn1 (centres undefined) | 7 | x | x | 17 | x | -2 | -3 | x | 5 |
| 15 | CC(Nc1n[nH]c(=O)[nH]c1=O)C(=O)N/N=C/c1cccs1 (centres undefined) | -12 | 0 | -2 | 3 | 12 | -5 | -1 | 0 | 1 |
| 16 | CCc1ccc(OC)c(S(=O)(=O)N2CCN(C(=O)c3ccco3)CC2)c1 | 7 | -2 | 0 | 8 | -2 | -5 | -4 | 3 | 0 |

The list goes on (7 carried over from the part before).
| entry | SMILES | PAFAH2 FP inh | Fam108B inh | LYPLA1 counter | PAFAH1B3 inh | GSTO1 inh | pPAFAH FP inh | PAD4 inh | PME-1 primary | PAFAH1B2 inh |
| --- | --- | --- | --- | --- | --- | --- | --- | --- | --- | --- |
| 10 | COc1ccc(CN2C(=O)c3ccccc3C2=O)cc1C(=O)O | -1 | -3 | 3 | 10 | 6 | 3 | -1 | 2 | 2 |
| 11 | CCOC(=O)c1[nH]c(C)c(C(=O)N2CCOCC2)c1C | -3 | -1 | 0 | 3 | 9 | 1 | 2 | -2 | 7 |
| 12 | COc1ccccc1/C=C\C(=O)NCC(=O)N/N=C(\C)Cc1ccccc1 | 0 | 0 | 0 | -1 | 4 | 4 | 2 | -5 | 4 |
| 13 | COc1ccccc1C(=O)C1CCCN(Cc2cccc3nccnc23)C1 (centres undefined) | -7 | -2 | 0 | 3 | -5 | -2 | -1 | 1 | -2 |
| 14 | Cc1cnc(C(=O)OCC(=O)NC(C)c2ccccc2)cn1 (centres undefined) | 7 | x | x | 17 | x | -2 | -3 | x | 5 |
| 15 | CC(Nc1n[nH]c(=O)[nH]c1=O)C(=O)N/N=C/c1cccs1 (centres undefined) | -12 | 0 | -2 | 3 | 12 | -5 | -1 | 0 | 1 |
| 16 | CCc1ccc(OC)c(S(=O)(=O)N2CCN(C(=O)c3ccco3)CC2)c1 | 7 | -2 | 0 | 8 | -2 | -5 | -4 | 3 | 0 |
| 17 | COc1ccc(CCNC(=O)c2cnn(-c3ccc(C)c(C)c3)c2NC(=O)c2ccco2)cc1OC | 8 | 4 | 1 | 2 | -1 | 1 | -1 | -1 | -3 |
| 18 | CCn1c(C)nc2cc(C(=O)NNC(=O)Nc3cccc(Cl)c3)ccc21 | x | -4 | 0 | x | -6 | 4 | -10 | 2 | x |
| 19 | COc1ccc(CCNC(=O)CN(c2ccccc2)S(C)(=O)=O)cc1OC | -1 | -3 | -1 | -7 | -16 | -4 | -3 | -4 | -1 |
| 20 | COc1ccc(Cl)cc1NC(=O)CSc1nnc(Cc2cccn2C)n1-c1ccc(F)cc1 | -1 | -2 | -1 | -1 | -1 | 7 | -3 | 5 | 15 |
| 21 | CCCC(=O)Nc1ccc(Cl)c(NC(=O)c2ccc(Br)o2)c1 | 5 | 3 | -1 | -4 | 1 | 1 | -4 | -7 | 0 |
| 22 | Cc1cccc(N2CCN(C(=O)/C=C/c3cccs3)CC2C)c1 (centres undefined) | -5 | 0 | 2 | -4 | 6 | 8 | -1 | 1 | 0 |
| 23 | CCN1CCN(C(=O)CSc2cc(=O)n(C)c3ccccc23)CC1 | -1 | 5 | 1 | -2 | 9 | -1 | -2 | -4 | 0 |
| 24 | COc1ccc(CC(=O)NNc2ncnc3c2cnn3C)cc1 | 1 | -3 | -2 | 1 | -7 | 5 | -10 | 3 | 10 |
| 25 | Cc1ccc2cc(CN(CCCO)S(=O)(=O)c3cccc4nsnc34)c(=O)[nH]c2c1C | -16 | -1 | -2 | 8 | -9 | 0 | -1 | 0 | 4 |
| 26 | COC(=O)c1sc(=S)n(-c2cc(F)ccc2F)c1N | 0 | -3 | -1 | -1 | -1 | -2 | 0 | 2 | 7 |
| 27 | Cc1cnc(C(=O)OC(C(=O)c2c[nH]c3ccccc23)c2ccccc2)cn1 (centres undefined) | -6 | -3 | -3 | -4 | -9 | -1 | -2 | -9 | 0 |
| 28 | CSc1ccccc1NC(=O)c1cc2ncc(Br)cn2n1 | 6 | 2 | 3 | 4 | 3 | 3 | -3 | 0 | 8 |
| 29 | COCC1=C(C(=O)OC)C(c2cccs2)n2ncnc2N1 (centres undefined) | 0 | -1 | 0 | -2 | -2 | 1 | -1 | 2 | 6 |
| 30 | CN(Cc1ccccc1)C(=O)c1nc2ccccn2c1CN1CCCC1c1nccs1 (centres undefined) | -6 | 2 | 3 | 7 | 3 | 0 | 5 | -3 | 1 |
| 31 | CCNC(=O)CN1C(=O)NC2(CCCCCC2)C1=O | -10 | 0 | -2 | 2 | 2 | -1 | 1 | -3 | 0 |
| 32 | CC(=O)c1cccc(NC(=O)COC(=O)COc2ccc(Cl)cc2)c1 | -4 | 0 | -2 | -3 | -1 | 16 | 0 | 0 | 2 |
| 33 | CC1(C)Cc2c(sc3nc4n(c(=N)c23)CCC4)CO1 | -6 | -5 | 1 | 0 | -3 | 6 | 3 | -4 | -1 |
| 34 | O=C1CSC(=S)N1/N=C/c1ccc(Cl)c([N+](=O)[O-])c1 | x | 7 | 2 | x | 8 | 23 | 0 | 1 | x |
| 35 | Cc1cc(C)c2c(CC(=O)N3CCCC3)coc2c1 | 2 | 0 | 2 | 7 | 1 | 4 | 1 | 6 | 5 |
| 36 | O=C(CCc1nnc(CCCCc2ccccc2)o1)N1CCC(N2CCCC2)CC1 | 10 | 4 | -8 | 1 | 4 | 14 | 0 | 5 | -1 |
| 37 | CCOC(=O)c1cc(CC)sc1N1C(=O)CC(Sc2ccccc2C(=O)O)C1=O (centres undefined) | 7 | -1 | -2 | -3 | 7 | 19 | 9 | 0 | 6 |
| 38 | O=C(N/N=C/c1ccccc1[N+](=O)[O-])c1ccncc1 | -1 | 4 | 3 | 7 | -4 | -5 | -4 | 5 | 0 |
| 39 | O=C(COc1cccnc1[N+](=O)[O-])Nc1ccc(N2CCOCC2)cc1 | -4 | 0 | -4 | -1 | -7 | 4 | -8 | 1 | 0 |
| 40 | O=C(Nc1cccc(S(=O)(=O)N2CCOCC2)c1)c1ccccn1 | -4 | 0 | 0 | 2 | 5 | -7 | 2 | -10 | 5 |
| 41 | O=C(COC(=O)c1ccc(O)cc1)c1ccc(S(=O)(=O)N2CCCCC2)cc1 | -1 | x | 4 | 7 | x | 9 | -1 | 0 | 0 |
| 42 | Cc1cccc(N2CCN(C(=O)C(NS(=O)(=O)c3cccs3)c3ccccc3)CC2)c1C (centres undefined) | 5 | 2 | -2 | 0 | 2 | 5 | -2 | -5 | -2 |
| 43 | Cc1ccccc1S(=O)(=O)Cc1ccc(C(=O)NCCN2CCN(Cc3ccccc3)CC2)o1 | 0 | 4 | 3 | 11 | 8 | 7 | 0 | 1 | 7 |
| 44 | Nc1cccc(C(=O)O)c1 | -7 | 6 | 1 | 11 | -3 | 0 | -6 | 2 | -1 |
| 45 | COc1ccc(/C=C2\SC(N)=NC2=O)cc1Cl | 10 | -1 | 3 | 2 | -24 | 3 | -1 | -9 | -1 |
| 46 | COC(=O)c1sccc1-n1cccc1C(=O)N1CCOCC1 | 2 | -1 | 3 | 4 | 5 | 5 | -3 | 4 | 4 |
| 47 | CC(C)CN1C(=O)C(=O)N(CC(=O)NC2CCCc3ccccc32)C1=O (centres undefined) | -2 | 1 | 5 | 9 | 12 | 1 | -3 | 0 | 8 |
| 48 | CCOc1cc(C2C(C(=O)N3CCOCC3)=C(C)NC3=C2C(=O)CCC3)ccc1O (centres undefined) | 1 | 0 | 0 | 0 | -3 | 8 | 3 | -1 | 2 |
| 49 | Cc1ccn(C(=O)c2cc3c(C)nn(-c4ccccc4)c3s2)n1 | 5 | -2 | -1 | 3 | 0 | 4 | 5 | -3 | 4 |
| 50 | Cc1cc(-c2n[nH]c(=S)n2-c2ccccc2C)cs1 | 1 | 0 | -1 | 2 | -1 | 6 | -1 | 1 | 11 |
| 51 | CC(OC(=O)/C=C/c1ccco1)C(=O)NC1CCCCC1C (centres undefined) | -1 | x | 3 | 5 | x | 1 | 1 | 1 | -2 |
| 52 | CCC(C)OC(=O)n1ccc(C(=O)Nc2nccs2)n1 (centres undefined) | 3 | 0 | 8 | 8 | 8 | -3 | 0 | 4 | 1 |
| 53 | CC(=O)N1c2ccc(S(=O)(=O)N(C)C3CCCCC3)cc2CC1C (centres undefined) | 0 | 0 | 1 | 4 | -5 | 5 | 1 | 7 | 2 |
| 54 | CCC(CC)NC(=O)COC(=O)CCC(=O)c1cccs1 | 2 | -2 | 2 | 5 | 0 | 5 | -2 | 1 | 1 |
| 55 | CCn1c(SCC(=O)C(C)(C)C)nnc1-c1ccccn1 | 4 | -5 | 0 | 13 | 0 | 5 | -5 | -2 | 8 |
| 56 | CC(=O)c1ccc(N2CCN(C(=O)CCS(=O)(=O)c3ccc4c(c3)NC(=O)CS4)CC2)cc1 | 8 | 0 | 3 | 3 | 0 | 8 | 5 | 2 | 1 |
